Bioassay records from PubChem BioAssay.
NCI-60 one-dose screen, 48 h, at 10 µM unless noted. Numbers give growth in % (100 = growth as untreated, 0 = no growth, -100 = all killed).
HCC-2998: HCC-2998 colon cancer. hit rate 4.7% among 79,000
SF-268: SF-268 CNS cancer cells | hit rate 3.1% among 82,000 | AID 1794759
SNB-75: SNB-75 CNS cancer; AID 1794750; hit rate 5% among 79,000
U251: U251 CNS tumor cells; hit rate 5.4% among 80,000; AID 1794753
KM12: KM12 colon cancer cells. hit rate 5% among 82,000. AID 1794800
SNB-19: SNB-19 CNS cancer cells. AID 1794751. hit rate 2.5% among 81,000
SF-539: SF-539 CNS cancer | hit rate 6.8% among 81,000
SF-295: SF-295 CNS cancer cells | hit rate 5.6% among 79,000 | AID 1794758
HCT-116: HCT-116 colon cancer | AID 1794798 | hit rate 7.3% among 82,000
* = called active by the depositor; . = no result given; & = joins results of further samples. The calls were made as follows: active = growth percent below 10; inactive = the rest.

SMILES	HCC-2998	SF-268	SNB-75	U251	KM12	SNB-19	SF-539	SF-295	HCT-116
CC(CCc1ccc(Cl)c(Cl)c1)NCc1ccc(C(C)(C)C)cc1 (centres undefined)	-18*	93	71	71	89	93	97	112	79
C=C1CCC2C3(C)COC(c4ccccn4)OC3CCC2(C)C1C/C=C1/C(=O)OCC1O (centres undefined)	113	98	99	73	101	97	103	111	62
CCN1C(=O)N(CC)C2NC(SC)=NC21 (centres undefined)	99	95	86	101	102	98	99	101	104
O=C(COc1ccccc1)Nc1ccc(-c2nc3ccccc3s2)c(Cl)c1	105	112	88	98	114	.	100	93	92
CC(C)=CCC1=C(O)COC1=O	108	108	71	97	114	107	107	110	97
Cc1ccc(Nc2ccc(N)cc2S(=O)(=O)O)cc1	109	113&93	100&81	105&102	114&106	103&100	92&106	112&93	96&102
COc1cc(NCCCCCNC(C)(C)C)c2ncccc2c1	97	105	53	100	95	92	100	78	101
COc1ccc2cc(OC)ccc2c1	95	106	97	103	102	107	92	105	100
CC(=O)N1N=C(c2ccc(Cl)cc2)CC1c1ccc(Oc2ccc(Cl)cc2)cc1 (centres undefined)	101	75	77	75	82	84	100	89	77
Cc1cccc(C(N)=O)c1	.	105	90	109	107	98	105	134	89
O=C(N/N=C/c1ccoc1)c1[nH]c2ccc(Br)cc2c1-c1ccccc1	-100*	-57*	-80*	-81*	-25*	-97*	-98*	-98*	-76*
CCCn1cnc2c(SCc3ccccn3)nc(N)nc21	104	108	111	91	96	102	108	102	95
N#Cc1nc(-c2ccc(Cl)cc2)oc1N1CCCCC1	96	96	106	97	98	93	102	99	108
CC1(C)COC(c2cccc([N+](=O)[O-])c2)OC1	114&106	101&121	98&98	102&100	112&116	104&105	120&122	115&120	111&104
CCCCCCCCCCCC1=NC(C)(CO)CO1 (centres undefined)	91	112	87	99	107	90	99	99	93
COC(=O)c1cc2oc(/C=C/C3=C(C(N)=O)C(=O)OC3(C)C)cc2n1Cc1ccccc1	96	99	92	96	78	86	94	102	80
C=C(C)[C@@H]1CC[C@]2(C(=O)N[C@@H](Cc3ccccc3)C(=O)O)CC[C@]3(C)[C@H](CC[C@@H]4[C@@]5(C)CCC(=O)C(C)(C)[C@@H]5CC[C@]43C)[C@@H]12	87	66	73	64	41	63	85	50	51
O[C@H]1c2ccccc2-c2c3c(cc4c2[C@@H]1NCC4)OCO3	98	96	108	92	105	98	102	93	96
COc1cc(-c2cc3cnccc3c3nc(N)c4ccncc4c23)cc(OC)c1OC	70	49	-2.5*	.	48	53	38	67	35
O=C1CCCCC1(CCc1ccncc1)CCc1ccncc1	91	94	85	97	100	85	94	96	78
O=C(O)/C=C(\c1nc2ccccc2[nH]1)c1cc(Cl)ccc1O	101	105	89	102	100	95	102	97	97
NNC(=O)c1ccc(-n2nc(-c3ccccc3)c3ccccc32)cc1	55	64	54	23	95	66	83	75	82
Cc1ccc(C2=NN3C(C2)c2cc(Br)ccc2OC32CCN(Cc3ccccc3)CC2)o1 (centres undefined)	98	84	79	96	95	95	101	100	100
C#CCn1c2c(c3ccccc31)C[C@]1(C)[C@H]3CC=C4[C@@H]5CC(C)(C)CC[C@]5(C(=O)OC)CC[C@@]4(C)[C@]3(C)CC[C@H]1C2(C)C	99	104	97	98	100	102	103	101	104
COc1ccc(N=Nc2c(N)nn3c(-c4cc5ccccc5oc4=O)ccnc23)cc1	38	58	34	28	51	20	15	35	38
COc1c(N[C@H]2C=C[C@@H](CO)C2)c(=O)c1=O	107	112	107	103	88	106	101	118	96
c1ccc(-c2nnc(-c3ccccn3)s2)nc1	46	95	70	.	97	98	100	100	87
CCCCCCCCN(Cc1ccccc1)CC(O)c1ccc(Cl)cc1 (centres undefined)	98	87	92	95	97	106	92	110	94
COC1=CC(c2ccc[nH]2)=N/C1=C\c1[nH]c(C)c(C(=O)CCCCC(=O)NC(C)(C)C)c1C	31	60	42	22	21	70	63	24	.
Cc1ccc(NC(=O)Nc2ncn[nH]2)c(C)c1	97	94	98	99	98	93	97	96	.
CC1(C)CC(=O)C(C(N)=O)C(=O)C1	108	95	100	103	102	113	96	92	103
Cc1ccc(C(Cc2ccccc2)NC(CO)(CO)CO)cc1 (centres undefined)	100	97	83	99	102	103	101	90	87
CC(=O)c1ccc(N=C2N=c3ccccc3=C/C2=C\c2c(O)[nH]c(=S)[nH]c2=O)cc1	94	98	75	95	102	95	98	102	96
COc1cc(/C=C/C(=O)c2cc(OC)c(OC)c(OC)c2)cc(OC)c1OC	110	71	32	34	61	85	70	88	35
CCOC(=O)c1c(SC)nn(-c2cc(=O)[nH]c3ccccc23)c1N	110	88	84	103	101	97	92	101	94
O=c1c2ccccc2ncn1CCc1ccncc1	94	99	93	100	101	109	97	86	97
COc1cc([N+](=O)[O-])ccc1I	102	95	104	99	102	102	107	.	104
CCN(CC)c1ccc(/C=N/NC(=O)c2ccc(S(N)(=O)=O)cc2)c(O)c1	37	21	48	21	24	30	5.0*	13	24
Cc1nc2n[nH]c(N)c2nc1C	103	.	93	107	106	103	103	105	109
C=C1C(=O)O[C@H]2[C@H]1CC/C(Cn1cc(CNC(=O)Cc3c[nH]c4ccccc34)nn1)=C\CC[C@@]1(C)O[C@@H]21	112	92	.	101	96	95	99	108	92
O=C1OC(=O)C2=C1C1C=CC2O1	106	106	94	100	105	109	92	97	106
O=C(O)c1cccc2c1C(=O)c1cc([N+](=O)[O-])ccc1-2	109	106	96	91	100	99	85	100	107
O=C(CCl)Nc1ccc([N+](=O)[O-])cc1[N+](=O)[O-]	97	85	93	95	87	96	101	98	86
COc1ccc(Cn2c(SC)nc(=O)n(Cc3ccc(Cl)cc3)c2=O)cc1	103	94	81	93	97	97	106	60	94
O=C(CCOCCOCCOCCNC(=O)COc1ccc2c(c1)OCC(c1ccc(F)cc1)C2=O)NCCCC(O)(P(=O)(O)O)P(=O)(O)O (centres undefined)	108	98	74	106	101	94	99	102	100
Cc1[nH]c(/C=C/C(=O)c2ccc(C(F)(F)F)c(F)c2)c(C)c1C(=O)NCc1ccccc1	103&99	93&93	76&88	94&89	88&93	76&86	91&94	81&95	88&87
CC1=NN(c2cc(S(=O)(=O)O)ccc2Cl)C(=O)C1N=Nc1ccccc1 (centres undefined)	.	97	88	100	105	109	101	120	102
CCN1C2CCC1/C(=C\c1ccccc1)C(=O)/C2=C/c1ccccc1	80	43	51	24	21	66	45	48	16

A different layout for 3 compounds above:
molecule: COc1cc([N+](=O)[O-])ccc1I
  HCC-2998: 102
  SF-268: 95
  SNB-75: 104
  U251: 99
  KM12: 102
  SNB-19: 102
  SF-539: 107
  SF-295: .
  HCT-116: 104

molecule: CCN(CC)c1ccc(/C=N/NC(=O)c2ccc(S(N)(=O)=O)cc2)c(O)c1
  HCC-2998: 37
  SF-268: 21
  SNB-75: 48
  U251: 21
  KM12: 24
  SNB-19: 30
  SF-539: 5.0*
  SF-295: 13
  HCT-116: 24

molecule: Cc1nc2n[nH]c(N)c2nc1C
  HCC-2998: 103
  SF-268: .
  SNB-75: 93
  U251: 107
  KM12: 106
  SNB-19: 103
  SF-539: 103
  SF-295: 105
  HCT-116: 109

Next part.
SMILES	HCC-2998	SF-268	SNB-75	U251	KM12	SNB-19	SF-539	SF-295	HCT-116
O=C(O)CSC(=S)SCC(=O)O	93	100	85	101	106	96	98	108	91
Nc1nn(C(=O)c2ccc(C(F)(F)F)nc2)cc1-c1ccc(Cl)cc1	94	85	75	91	91	100	90	100	95
Cc1ncc(CO)c(C=O)c1O	104	99	87	86	99	104	96	97	84
CCCn1c(O)c(N=NC(=O)c2oc3ccccc3c2C)c2ccccc21	100	103	.	103	98	96	97	88	94
CCOC(=O)C1CCN(c2oc(Cc3ccccc3)nc2P(=O)(OCC)OCC)CC1	100	100	73	101	110	92	100	103	96
N#CCCN(CCC#N)Cc1c(O)ccc2ccccc12	110	95	88	110	104	112	.	90	104
C/C(=N/O)c1ccc(N2C(=O)c3cc(C)c(C)cc3C2=O)cc1	110	103	94	96	102	96	99	98	112
CCCCCCCCN(CCCCCCCC)C(=N)c1ccnc2ccccc12	-84*	-72*	-96*	-96*	-83*	-71*	-88*	-84*	-92*
COc1ccc(C(=O)O)nc1C	97	102	90	104	100	.	90	106	101
COc1ccc(OC)c(-n2cc(C#N)c(N)c2C(=O)c2ccc(Cl)cc2Cl)c1	65	56	-7.6*	25	27	45	26	28	29
O=C(CNC1CCCCC1)Nc1ccc(-c2nc3ccccc3s2)cc1	87	78	67	65	84	91	88	86	77
CCCCCCCCCC(=O)NC(C)(C)C(=O)N1CCC[C@H]1C(=O)N[C@@H](CC(C)C)C(=O)N[C@@](C)(CC)C(=O)N[C@@H](CCC(N)=O)C(=O)N[C@H](CCC(N)=O)C(=O)NC(C)(C)C(=O)NC(C)(C)C(=O)N[C@@H](CCC(N)=O)C(=O)N[C@H](CC(C)C)C(=O)N[C@H](CO)CC(C)C	-60*	-46*	-94*	-82*	-90*	-99*	-99*	-85*	1.0*
O=C(CCl)NC1(C(=O)O)CCCC1	103&104	106&101	83&95	105&106	107&101	101&98	102&100	107&100	98&106
NS(=O)(=O)c1ccc(N/C=C/C(=O)c2cc3cc(Br)ccc3oc2=O)cc1	107	89	87	95	100	98	95	104	100
C=CC(=O)Nc1ccc(C)c(Oc2ccc(Cl)cc2)c1	58	57	-8.0*	37	47	38	30	58	52
COc1ccc(/C=C/c2c(C(=O)/C=C/c3cccs3)c(C)nc3ccccc23)cc1	86	85	72	86	79	85	96	86	47
COc1ccc2nc3cc(Cl)ccc3c(NCCN)c2c1	-73*	-54*	92	-81*	-64*	7.7*	-72*	-92*	-73*
CC(=O)N1C(=O)c2cccc3cccc1c23	105	98	106	104	97	110	109	100	97
O=C1CCCN1C1CCN(Cc2ccc(Cl)cc2)c2ccccc21 (centres undefined)	94	106	84	93	102	95	93	78	83
COc1cccc(C(=O)Oc2ccc(/C=C/c3cc(OC(=O)c4cccc(OC)c4OC)cc(OC(=O)c4cccc(OC)c4OC)c3)cc2)c1OC	104	97	106	96	99	98	102	102	.
O=S(=O)(CS(=O)(=O)c1ccccc1Br)c1ccccc1Br	104	97	97	96	108	108	109	.	103
COc1ccc(NC(=O)c2ccc(Nc3ncnc4sc5c(c34)CCCC5)cc2)cc1	106	84	33	.	79	71	68	87	85
COCCOCCCl	101	101	96	105	107	103	106	102	100
CC(=O)c1ccc2c(c1)c1ccccc1n2C	100	101	83	95	98	91	108	86	97

Copied from the listing (20 entries):
SMILES	HCC-2998	SF-268	SNB-75	U251	KM12	SNB-19	SF-539	SF-295	HCT-116
CC(CCc1ccc(Cl)c(Cl)c1)NCc1ccc(C(C)(C)C)cc1 (centres undefined)	-18*	93	71	71	89	93	97	112	79
C=C1CCC2C3(C)COC(c4ccccn4)OC3CCC2(C)C1C/C=C1/C(=O)OCC1O (centres undefined)	113	98	99	73	101	97	103	111	62
CCN1C(=O)N(CC)C2NC(SC)=NC21 (centres undefined)	99	95	86	101	102	98	99	101	104
O=C(COc1ccccc1)Nc1ccc(-c2nc3ccccc3s2)c(Cl)c1	105	112	88	98	114	.	100	93	92
CC(C)=CCC1=C(O)COC1=O	108	108	71	97	114	107	107	110	97
Cc1ccc(Nc2ccc(N)cc2S(=O)(=O)O)cc1	109	113&93	100&81	105&102	114&106	103&100	92&106	112&93	96&102
COc1cc(NCCCCCNC(C)(C)C)c2ncccc2c1	97	105	53	100	95	92	100	78	101
COc1ccc2cc(OC)ccc2c1	95	106	97	103	102	107	92	105	100
CC(=O)N1N=C(c2ccc(Cl)cc2)CC1c1ccc(Oc2ccc(Cl)cc2)cc1 (centres undefined)	101	75	77	75	82	84	100	89	77
Cc1cccc(C(N)=O)c1	.	105	90	109	107	98	105	134	89
O=C(N/N=C/c1ccoc1)c1[nH]c2ccc(Br)cc2c1-c1ccccc1	-100*	-57*	-80*	-81*	-25*	-97*	-98*	-98*	-76*
CCCn1cnc2c(SCc3ccccn3)nc(N)nc21	104	108	111	91	96	102	108	102	95
N#Cc1nc(-c2ccc(Cl)cc2)oc1N1CCCCC1	96	96	106	97	98	93	102	99	108
CC1(C)COC(c2cccc([N+](=O)[O-])c2)OC1	114&106	101&121	98&98	102&100	112&116	104&105	120&122	115&120	111&104
CCCCCCCCCCCC1=NC(C)(CO)CO1 (centres undefined)	91	112	87	99	107	90	99	99	93
COC(=O)c1cc2oc(/C=C/C3=C(C(N)=O)C(=O)OC3(C)C)cc2n1Cc1ccccc1	96	99	92	96	78	86	94	102	80
C=C(C)[C@@H]1CC[C@]2(C(=O)N[C@@H](Cc3ccccc3)C(=O)O)CC[C@]3(C)[C@H](CC[C@@H]4[C@@]5(C)CCC(=O)C(C)(C)[C@@H]5CC[C@]43C)[C@@H]12	87	66	73	64	41	63	85	50	51
O[C@H]1c2ccccc2-c2c3c(cc4c2[C@@H]1NCC4)OCO3	98	96	108	92	105	98	102	93	96
COc1cc(-c2cc3cnccc3c3nc(N)c4ccncc4c23)cc(OC)c1OC	70	49	-2.5*	.	48	53	38	67	35
O=C1CCCCC1(CCc1ccncc1)CCc1ccncc1	91	94	85	97	100	85	94	96	78
